BaF3 tox – parental Ba/F3 viability inhibition as JAK2V617F counter-screen; AID 1486; CellTiter-Glo ATP luminescence; inhibition, % at 5.6 µM; 1.1% of 220,000 active;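 active means inhibition above a per-campaign cutoff, the mean inhibition of all tested compounds plus 3 SD, cut at about 27% in these data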;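 further: 0% = DMSO wells and 100% = JAK Inhibitor I control wells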
NPY-Y1 antag – NPY-Y1 (human) receptor antagonism; inhibition, % at 3.6 µM; AID 1040; 1% of 200,000 active; HEK293-CNG Y1 cells, membrane potential fluorescence; NPY at EC95, then isoproterenol; P25929;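 active means inhibition above the campaign mean inhibition of all tested compounds plus 3 SD, cut at about 20% in these data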;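 further: 0% = DMSO wells given NPY plus isoproterenol and 100% = isoproterenol alone without NPY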
Target sequence (P25929 whole entry, looked up): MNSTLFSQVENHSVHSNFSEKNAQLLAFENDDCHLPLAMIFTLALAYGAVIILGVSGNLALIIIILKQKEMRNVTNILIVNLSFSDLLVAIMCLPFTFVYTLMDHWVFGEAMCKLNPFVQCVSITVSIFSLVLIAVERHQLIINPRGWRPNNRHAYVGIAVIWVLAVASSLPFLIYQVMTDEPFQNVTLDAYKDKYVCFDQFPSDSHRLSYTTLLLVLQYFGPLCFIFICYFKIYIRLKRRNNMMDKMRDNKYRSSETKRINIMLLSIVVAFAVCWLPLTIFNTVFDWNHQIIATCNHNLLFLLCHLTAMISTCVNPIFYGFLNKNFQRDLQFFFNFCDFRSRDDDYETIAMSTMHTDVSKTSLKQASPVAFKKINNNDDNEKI
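Material: HEK293 cells with Y1 receptor plus CNG channel; times: compound incubation 1 h at room temperature, readout 45 min post-stimulation; signal: fluorescence, membrane potential probe; read-out basis: fluorescence ratio normalized to % inhibition between controls; benchmarks: full-block control isoproterenol-only wells, zero-block control NPY plus isoproterenol wells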
S1P4 ag – activates the human S1P4 receptor; S1P4-expressing cell line, agonist reporter assay; AID 1509; O95977; activation, % at 4.98 µM; 0.35% of 220,000 active; in the data active means activation above about 11%;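 further: 0% = DMSO vehicle and 100% = reference agonist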
Ba/F3 V617F tox – reduce viability of Ba/F3 cells dependent on JAK2V617F; Ba/F3 EpoR-JAK2V617F viability, ATP luminescence; inhibition, % at 5.6 µM; 1.1% of 220,000 active; AID 1446;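 active means inhibition above the campaign mean plus 3 SD over all tested compounds, cut at about 24% in these data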;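 further: cytokine-independent growth of Ba/F3 cells driven by EpoR plus mutant JAK2; 0% = DMSO-treated cells and 100% = JAK inhibitor I control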
NCF1 inh – blocks human p47phox regulatory protein of NADPH oxidases; P14598; p47phox/p22phox peptide binding, fluorescence polarization, 2 h; inhibition, % at 24.7 µM; 0.53% of 220,000 active; AID 1274;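 active means inhibition above about 30%, limit read from the data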;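 further: 0% = p47phox with labelled peptide and 100% = labelled peptide alone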
CHOP inh – blocks CHOP induction under ER stress | CHO-K1 CHOP-promoter luciferase, tunicamycin-induced, 15-18 h | inhibition, % at 10 µM | 3.8% of 220,000 active;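 active means compounds that reduced the stress-induced luciferase reporter signal by more than about 70% of percent inhibition, limit read from the data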;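 further: 0% = tunicamycin plus vehicle and 100% = wells without tunicamycin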
NPY1 pot ag – potentiators or agonists of human neuropeptide Y receptor Y1; NPY-Y1 expressing cells, potentiator/agonist activation; activation, % at 3.6 µM; 0.37% of 220,000 active; in the data active means activation above about 33%, passing the limit was not always enough;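 further: cells stimulated with NPY at EC10 then isoproterenol at EC100; 0% = low agonist plus stimulus and 100% = saturating agonist plus stimulus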
S1P4 antagonist – blocks the human S1P4 receptor. O95977. S1P4-expressing cells, antagonist mode, reporter read-out. inhibition, % at 4.98 µM. 0.26% of 220,000 active; in the data active means inhibition above about 29%;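 further: 0% = wells stimulated with agonist and 100% = vehicle wells without agonist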
NPY-Y2 PAM-ag – human NPY-Y2 potentiation or agonism, primary screen; P49146; cells expressing NPY-Y2, potentiator/agonist read-out; activation, % at 3.6 µM; 0.45% of 220,000 active; in the data active means activation above about 27%;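 further: cells stimulated with NPY near EC25 plus isoproterenol at EC100; 0% = vehicle plus submaximal agonist and 100% = vehicle plus saturating agonist; some results beyond the cut were filed as inactive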
Target sequence (P49146 whole entry, looked up): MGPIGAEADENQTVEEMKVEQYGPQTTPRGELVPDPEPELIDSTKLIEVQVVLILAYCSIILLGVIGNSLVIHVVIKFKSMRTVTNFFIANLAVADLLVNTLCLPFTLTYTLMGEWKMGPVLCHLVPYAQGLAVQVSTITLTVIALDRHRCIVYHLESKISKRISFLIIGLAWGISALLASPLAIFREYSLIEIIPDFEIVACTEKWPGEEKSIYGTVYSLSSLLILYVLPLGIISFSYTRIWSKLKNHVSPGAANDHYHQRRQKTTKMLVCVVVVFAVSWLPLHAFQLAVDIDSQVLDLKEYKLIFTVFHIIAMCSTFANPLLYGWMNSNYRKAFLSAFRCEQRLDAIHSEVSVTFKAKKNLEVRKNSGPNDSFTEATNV
The depositor's hits bear a star; · = not tested or not shown.

SMILES	BaF3 tox	NPY-Y1 antag	S1P4 ag	Ba/F3 V617F tox	NCF1 inh	CHOP inh	NPY1 pot ag	S1P4 antagonist	NPY-Y2 PAM-ag
O=C(Nc1cc(S(=O)(=O)N2CCCC2)ccc1Cl)C1=COCCO1	3	4	-3.7	-2	-3	11	12	-7	1
O=C(Cc1ccc(-c2ccccc2)cc1)OCC(=O)N1CCCC1=O	3	5	-0.5	1	-1	0	-42	-4	-23
CCN(CC)CCCN(Cc1cc2cc(OC)ccc2[nH]c1=O)C(=O)Nc1ccccc1	3	·	-1.7	-1	-5	0	7	-9	-23
Cc1ccc(CNC2=NCCCCC2)n1C	2	-2	0.7	1	-11	23	-1	-8	-19
O=C1c2ccccc2C(=O)N1CC(=O)N1c2ccccc2Sc2ccc(C(F)(F)F)cc21	3	6	0.9	-2	-8	36	-4	-5	-2
Cc1noc(C)c1S(=O)(=O)Nc1ccc(C(=O)N2CCC(C)CC2)cc1	2	5	-0.8	-5	-5	1	11	4	-5
CCOc1ccc(NC(=O)CNC(=O)c2ccc(OC)c(OC)c2)cc1	3	3	0.4	-1	-19	2	7	-7	-1
Cc1ccc(SCCNC(=O)/C=C/c2ccccc2Cl)cc1	3	12	1.1	1	-14	27	-38	7	-12
CC12CCC(C(=O)NCc3ccccn3)(OC1=O)C2(C)C (stereo not given)	4	-6	0.7	-1	0	19	0	-27	2
O=S(=O)(CCCc1ccccc1)c1ncn[nH]1	1	3	-0.6	-2	0	1	-9	-15	3
Cc1ccc(S(=O)(=O)N2C(=O)CCC2C(=O)N2CCN(C)CC2)cc1 (stereo not given)	4	3	-0.1	-4	3	-13	10	25	7
COc1c(C)cc(C(=O)C2CCCN(C(=O)C3=C(C)OCCO3)C2)cc1C (stereo not given)	2	5	0.8	1	-54	-14	1	-11	-12
Cc1cc(C)n(CCSCC(=O)O)n1	1	-1	-1.3	-1	-1	-26	-22	-10	1
COc1cccc(CCNc2ccc(N3C(=O)CC(C)C3=O)cc2[N+](=O)[O-])c1 (stereo not given)	4	0	-0.8	1	-5	18	-6	-5	-1
CCn1c(SCC(=O)N/N=C/C=C\c2ccccc2[N+](=O)[O-])nc2ccccc21	10	4	-1.0	3	-1	66	0	-6	-6
Cc1nnc(NC(=O)Nc2ccc(Cl)c(Cl)c2)s1	4	-1	1.5	1	-36	87*	0	-1	1
Cc1cc(C)c(S(=O)(=O)N2CCCC(C(=O)NCCC3=CCCCC3)C2)c(C)c1 (stereo not given)	2	3	1.4	-3	4	33	-20	-22	1
CN(C)S(=O)(=O)c1cccc(C(=O)Nc2cc(Cl)cc(Cl)c2)c1	7	8	0.7	-1	-8	71*	3	-17	-3
Clc1ccccc1CSc1nnc(-c2ccccn2)n1Cc1ccco1	2	7	0.4	-1	-8	27	9	-25	-4
COc1ccc(-c2nc(N)nc(C)c2Oc2ccccc2Br)c(O)c1	0	-1	0.8	-3	-36	95*	13	-11	17
CC(C)Cn1c(C(C)NC(=O)Cc2ccccc2)nc2ccccc21 (stereo not given)	2	-3	0.3	-4	-3	-9	-8	-23	9
COc1cc(OC)cc(C(=O)N[C@H](C(=O)Nc2cc(C)cc(C)c2)C(C)C)c1	-3	1	0.4	-1	-3	26	10	-19	6
CCOC(=O)CNC(=O)C(NC(=O)C1CCC(C)CC1)C(C)CC (stereo not given)	9	2	-1.2	2	-12	40	4	-21	13
O=C1CC(N2CCCCC2)C(=O)N1c1ccccc1 (stereo not given)	1	4	3.4	-4	-14	-6	-2	-4	2
CCNC(=O)CC1C(=O)N(CC)C(=S)N1NC(=O)c1ccccc1 (stereo not given)	1	·	0.1	-4	-2	14	22	6	3

(list continues)
SMILES	BaF3 tox	NPY-Y1 antag	S1P4 ag	Ba/F3 V617F tox	NCF1 inh	CHOP inh	NPY1 pot ag	S1P4 antagonist	NPY-Y2 PAM-ag
O=C(CCN1C(=O)C2C3CCC(C3)C2C1=O)Nc1ccc([N+](=O)[O-])cc1 (stereo not given)	1	-2	0.8	4	-4	11	2	-3	-11
CC(=O)Nc1cccc(C(=O)Nc2cccnc2)c1	11	-1	-0.6	2	-1	2	-9	-25	-11
CCc1ccc(-c2ccc(C(=O)O)c(C)n2)cc1	9	-3	-0.7	3	3	-8	-6	10	-24
Cc1ccc(N(CC(=O)Nc2c(C)n(C)n(-c3ccccc3)c2=O)S(C)(=O)=O)cc1C	0	-4	-0.6	-3	-15	12	-28	-6	6
COc1ccccc1CN(Cc1nc2ccccc2c(=O)[nH]1)C(=O)Nc1ccccc1	-1	1	-2.1	-1	-6	17	-11	-2	-4
CCN(c1ccccc1)S(=O)(=O)c1ccc(OC)c(OC)c1	5	0	0.7	0	-3	39	5	0	-4
O=C(O)c1ccnc(C(=O)O)c1	0	1	2.4	2	-5	-21	-15	-11	6
O=C(Cn1nc(-c2ccccc2F)ccc1=O)Nc1ccc(S(=O)(=O)N2CCCCCC2)cc1	5	-6	-0.6	-2	-27	46	-7	-7	0
O=C(CN1C(=O)CCSc2ccccc21)Nc1ccccc1	0	-1	-3.5	-4	-10	31	-5	-4	10
Cc1csc(NC(=O)Nc2ccccc2[N+](=O)[O-])n1	7	1	-0.5	2	-4	11	12	-13	-9
COc1ccc(C)cc1NC(=O)Nn1cnnc1	5	4	0.5	1	-9	5	-7	-1	-9
CCCOc1ccc(Cc2c(Cl)nc(SC)nc2OC)cc1	7	3	2.3	-1	-7	47	12	-26	9
O=C(Oc1ccc(-c2nnco2)cc1)N1CCCCC1	5	4	1.5	-2	5	7	1	-1	4
Cc1cc(C)c(CN2CCC(CO)(CCOc3ccccc3)CC2)cc1C	0	30*	-0.5	-1	-1	21	-36	-6	-35
COc1c(C)cc(C(=O)C2CCCN(Cc3cnc(N4CCOCC4)s3)C2)cc1C (stereo not given)	5	3	1.4	3	-2	15	-16	-15	-8
COc1ccc(C(=O)OCC(=O)NCCCc2ccccc2)cc1[N+](=O)[O-]	5	7	1.4	-2	-8	11	-12	19	-10
CCOc1ccc2nc(N3C(=O)/C(=C/c4ccccc4)NC3=S)sc2c1	1	0	2.1	-5	-87	-42	19	-1	6
CN(C(=O)COC(=O)c1n[nH]c2ccccc12)c1ccccc1	3	-3	-1.3	-1	7	28	-17	6	4
CC(=O)NNC(=O)c1nc(-c2ccccc2)c(C)o1	-2	·	1.4	-5	-12	12	-6	-25	9
CCOC(=O)COc1ccc(S(=O)(=O)Nc2ccc3c(c2)OCCO3)cc1	3	-1	2.4	-1	-10	55	23	-5	0
COc1cccc(C(=O)NC2CCN(CC(=O)Nc3nccs3)CC2)c1	1	2	-0.1	0	4	-6	0	-14	6
NC(=O)N/N=C/c1sc(=O)n(-c2ccccc2)c1Cl	-1	·	0.0	-1	-20	17	-4	-6	-13
Cc1ccc(OCC(=O)Nc2nnc(-c3ccco3)s2)cc1	-6	·	-0.1	2	-85	82*	-13	-11	-19
O=C(Oc1ccc(Br)cc1)c1cncc(Br)c1	4	0	-2.9	-6	-4	70	-2	5	0
CCCCN1C(=O)/C(=C/C=C2\N(C)c3ccccc3C2(C)C)SC1=S	4	3	2.1	-2	-246	38	13	3	-1

In another format: entries from further up.
mol,BaF3 tox,NPY-Y1 antag,S1P4 ag,Ba/F3 V617F tox,NCF1 inh,CHOP inh,NPY1 pot ag,S1P4 antagonist,NPY-Y2 PAM-ag
COc1ccc(C)cc1NC(=O)Nn1cnnc1,5,4,0.5,1,-9,5,-7,-1,-9
CCCOc1ccc(Cc2c(Cl)nc(SC)nc2OC)cc1,7,3,2.3,-1,-7,47,12,-26,9
O=C(CCN1C(=O)C2C3CCC(C3)C2C1=O)Nc1ccc([N+](=O)[O-])cc1 (stereo not given),1,-2,0.8,4,-4,11,2,-3,-11
COc1ccccc1CN(Cc1nc2ccccc2c(=O)[nH]1)C(=O)Nc1ccccc1,-1,1,-2.1,-1,-6,17,-11,-2,-4
CCN(c1ccccc1)S(=O)(=O)c1ccc(OC)c(OC)c1,5,0,0.7,0,-3,39,5,0,-4
CCc1ccc(-c2ccc(C(=O)O)c(C)n2)cc1,9,-3,-0.7,3,3,-8,-6,10,-24

(continued)
SMILES	BaF3 tox	NPY-Y1 antag	S1P4 ag	Ba/F3 V617F tox	NCF1 inh	CHOP inh	NPY1 pot ag	S1P4 antagonist	NPY-Y2 PAM-ag
c1cncc(C(c2nnnn2C2CCCCC2)N2CCN3CCCC3C2)c1 (stereo not given)	-2	-3	1.2	-2	-22	2	-13	-22	4
COc1cccc(N=c2oc3cc(O)ccc3cc2C(=O)NCC2CCCO2)c1 (stereo not given)	5	17	17*	1	-4	-6	-1	-31	-7
O=C(CN(Cc1ccccc1)S(=O)(=O)c1ccccc1)N/N=C/c1ccc([N+](=O)[O-])cc1	95*	-1	5.0	1	-6	96*	-23	2	4
COC(=O)c1cn(C(=O)OC)c2ccccc12	3	4	-1.9	-4	10	13	-1	-6	-3
O=C(N/N=C/c1ccncc1)NC12CC3CC(CC(C3)C1)C2	0	·	-0.3	4	-5	47	17	10	-11
Cc1nc(N(C)C)ncc1C(=O)O	0	10	0.2	2	2	16	-25	-9	-4
Cc1cc(C(=O)NCC(c2ccco2)N(C)C)no1 (stereo not given)	8	15	0.0	2	-17	45	-1	13	-1
Nc1nc2nonc2nc1N	-1	·	-0.4	-2	-11	1	13	-7	9
COc1ncccc1C(=O)N1CCCC(C(=O)c2cccc(OC(C)C)c2)C1 (stereo not given)	6	1	0.1	1	0	1	16	-33	8
Cc1ccc(S(=O)(=O)N2c3ccccc3NC(=O)C2CC(=O)Nc2ccccc2)cc1 (stereo not given)	6	-1	0.2	1	-9	32	-4	3	5
Cc1cccc(N2CCN(C(=O)c3cnn4c(C(F)F)cc(-c5ccccc5)nc34)CC2)c1C	6	5	0.1	-6	-12	51	-1	-14	7
CCCC(=O)Nc1ccc(NC(=O)c2ccccc2Cl)nc1	1	-1	-1.2	-4	-15	-10	-4	-8	5
COC(=O)c1sc(-c2ccccc2)cc1NC(=O)c1ccccc1	0	5	1.1	-6	5	18	0	-1	8
O=S(=O)(Nc1ccccc1N1CCCCC1)c1ccc(Cl)s1	4	6	0.1	-2	-11	58	20	22	-12
CCC(=O)Nc1nc2ccccc2n1Cc1ccc(Cl)cc1	6	6	1.4	-3	-5	8	12	-16	-1
CC(C)[C@H](NC(=O)NCc1ccco1)C(=O)O	6	2	1.0	3	-18	5	7	3	-1
Cc1ccc(NS(=O)(=O)c2cc(C(=O)NCCSc3ccc(C)cc3)ccc2C)cc1	3	3	-0.5	1	-29	45	6	-5	17
CC(C)c1nc(SCC(=O)Nc2ccc([N+](=O)[O-])cc2Br)n[nH]1	6	5	68*	0	1	22	-12	-11	-11
O=C(Sc1ccc(Cl)cc1)c1cccc(Cn2cc(C(F)(F)F)ccc2=O)c1	-4	·	2.2	0	-1	25	21	2	16
CCn1c(COc2ccc(=O)n(-c3ccccc3)n2)nnc1SCc1ccccc1C	6	3	0.7	-2	-6	-13	-17	-9	-9
O=C(COC(=O)CSc1cc(Cl)ccc1Cl)NCc1ccc2c(c1)OCO2	8	12	2.0	-1	-35	40	-18	-10	-8
CCc1nnc(NC(=O)c2cc3c(s2)CCCCC3)s1	2	8	-2.0	2	·	·	10	3	1
CCCc1noc(-c2ccc(-c3ccccc3)cc2)n1	2	-2	-3.6	-3	-11	51	2	1	14
CCOC(=O)N1CCN(C(=O)NC23CC4CC(CC(C4)C2)C3)CC1	0	-3	-2.5	-2	-18	-14	-4	1	12
COc1ccc(C(=O)C2CCCN(Cc3cnc(N4CCCC4)s3)C2)cc1OC (stereo not given)	0	-2	1.2	-2	-2	32	-5	-7	-22
COC(=O)CNC(=O)CSc1nnc2cc(C)c3ccccc3n12	6	0	1.1	3	6	19	7	-4	0
CC(C)c1ccc(C(O)P(=O)(OCc2ccccc2)c2ccc(N(C)C)cc2)cc1 (stereo not given)	-2	·	-0.6	-1	-12	22	11	4	-9

Bioassay records from PubChem BioAssay.
